WRN inhibitor = WRN helicase (human) inhibition; Q14191; WRN helicase unwinding, fluorescent forked duplex, kinetic; Potency, µM (doses to about 114 µM), for inactives: at the top dose activity change, negative = inhibition, most hits filed as inhibitors; 360,000 compounds, 0.46% hits; also: potency is read from the fitted curve at half-maximal effect; % is scaled to controls: 0 for no effect and ±100 for the full control effect; nearly all actives have a fitted effect of over 55% in size
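WRN at 20 nM final was preincubated with compound for 15 min at room temperature; reaction started with 100 nM forked duplex oligonucleotide carrying fluorophore and quencher plus 2 mM ATP (final). Unwinding followed kinetically by red fluorescence (ex 525/em 598 nm).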
PI5P4Ka inh = blocks human PI5P4K alpha kinase activity | P48426 | PI5P4Kalpha enzyme, ADP-Glo luminescence, 60 min; hits give low values | max response, % | 330,000 compounds, 1.2% hits | AID 652105; active = max response of -50% or lower; inconclusive = between -30% and -50%; inactive = -30% or higher; also: value at the top dose of about 77 µM; % is scaled to controls: 0 for no effect and ±100 for the full control effect
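ADP-Glo luminescence end-point after a 60 min room-temperature kinase reaction. PI5P4Kalpha and substrate in HEPES pH 7.4 buffer with EGTA, 0.1% CHAPS and 5% DMSO; ATP at 5 microM final.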
GLP-1R agonist = GLP-1 receptor (human) agonism; P43220; HEK293 GLP-1R CRE-luciferase, luminescence, 4-6 h; cells express a hypersensitive GLP-1R form; AID 624172; Potency, µM (series often up to 45.6 µM), for the others: at the top dose activation, usual class: activators; 380,000 compounds, 0.007% hits; also: potency is read from the fitted curve at half-maximal effect; % of control where 0% means no effect
Target sequence (P43220 whole entry, looked up): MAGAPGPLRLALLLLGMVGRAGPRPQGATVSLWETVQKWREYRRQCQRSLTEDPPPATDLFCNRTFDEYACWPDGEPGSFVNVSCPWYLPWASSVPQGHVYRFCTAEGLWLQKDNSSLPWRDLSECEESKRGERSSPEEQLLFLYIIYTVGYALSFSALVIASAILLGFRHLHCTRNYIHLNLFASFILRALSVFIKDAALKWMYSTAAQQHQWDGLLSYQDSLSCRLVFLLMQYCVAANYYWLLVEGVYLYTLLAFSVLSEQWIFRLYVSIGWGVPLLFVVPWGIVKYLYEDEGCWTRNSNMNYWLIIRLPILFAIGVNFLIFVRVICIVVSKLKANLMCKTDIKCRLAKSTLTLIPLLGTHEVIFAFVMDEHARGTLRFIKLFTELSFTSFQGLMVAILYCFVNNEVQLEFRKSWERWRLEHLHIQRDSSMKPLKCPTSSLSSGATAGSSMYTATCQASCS
HEK293 tox = cytotoxic in the GLP-1 receptor inverse agonist counter-screen | AID 624418 | HEK293 cAMP-luciferase reporter cells, luminescence, 24 h | Potency, µM (series often up to 38.3 µM), inactives show top-dose activity change, negative = inhibition, actives largely listed as inhibitors | 410,000 compounds, 0.13% hits;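 also: loss of luciferase light is scored as toxicity; potency is read from the fitted curve at half-maximal effect; % is scaled to controls: 0 for no effect and ±100 for the full control effect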
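Luminescence readout: signal drop marks cytotoxicity. Plated cells grew 12 h at 37 °C, 5% CO2, received 23 nL compound for 24 h, then got luciferase reagent, read after 12 min at RT.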
DRD3 agonist = D3 dopamine receptor (human) agonism. D3R DiscoveRx beta-arrestin cells, luminescence, 90 min. max activation, %. P35462. 410,000 compounds, 0.58% hits; in the data active = max activation above about 30%; also: 0% is about no effect; mostly tested at two doses, the higher about 12 µM
Target sequence (P35462 whole entry, looked up): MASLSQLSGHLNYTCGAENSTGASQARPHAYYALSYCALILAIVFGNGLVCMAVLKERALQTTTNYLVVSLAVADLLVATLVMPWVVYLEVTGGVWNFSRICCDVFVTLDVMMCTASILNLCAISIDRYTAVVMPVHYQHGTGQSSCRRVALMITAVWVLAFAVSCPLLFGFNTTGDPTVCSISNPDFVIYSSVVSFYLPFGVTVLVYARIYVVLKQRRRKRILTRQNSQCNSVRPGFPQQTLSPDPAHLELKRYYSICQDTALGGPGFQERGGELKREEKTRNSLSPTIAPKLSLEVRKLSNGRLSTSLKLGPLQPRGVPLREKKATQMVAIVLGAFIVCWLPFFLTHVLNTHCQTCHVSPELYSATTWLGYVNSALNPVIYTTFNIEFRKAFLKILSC
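Cells at 1500/well, incubated overnight, then treated with pinned compounds (dopamine as control) for 90 min at 37 degrees C. DiscoveRx reagent added for 30 - 60 minutes at room temperature; luminescence read.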
D3 antag = D3 dopamine receptor (human) antagonism; 360,000 compounds, 2.5% hits; max response, negative = inhibition, %; P35462; D3R cells, DiscoveRx beta-arrestin luminescence, antagonist mode; hits give low values; in the data active = max response below about -50%; inconclusive = no clear call, values can overlap the other calls; also: % is scaled to controls: 0 for no effect and ±100 for the full control effect; mostly tested at two doses, the higher about 12 µM
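Cells plated overnight at 1500 cells/well, then exposed to library compounds with dopamine controls for 90 minutes at 37 degrees C. DiscoveRx reagent added for 30–60 minutes at room temperature; luminescence read, quantitative HTS format.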
IL2 activator = IL-2 activation | 360,000 compounds, 0.065% hits | activation, % (series mostly up to about 46 µM) | IL-2 activation reporter assay, cell-based qHTS; stimulated with anti-CD3/CD4/CD28 beads; in transgenic mouse T cells; in the data active = activation above about 50%; inconclusive = mostly about 30% to 49%; also: 0% is about no effect
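Unstimulated transgenic mouse T cells preincubated 60 min with compound, then stimulated with anti-CD3/anti-CD4-coated beads plus anti-CD28 for 18 h at 37 degrees C. IL-2 response read as EGFP and DsRed fluorescence by plate cytometry.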
GLP1R inv ag = acts as inverse agonist at human GLP-1 receptor | HEK293 GLP-1R CRE-luciferase, luminescence, 24 h; GLP-1R form is constitutively active | Potency, µM (series often up to 38.3 µM), for inactives: at the highest dose activity change, negative = inhibition, usual class: inhibitors | 410,000 compounds, 1.6% hits; also: potency is read from the fitted curve at half-maximal effect; % is scaled to controls: 0 for no effect and ±100 for the full control effect; nearly all actives have a fitted effect of over 55% in size
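GLP-1R inverse agonism mode: basal reporter luminescence in engineered HEK293 cells measured after one day of compound exposure at 37 deg C, with a 12 min room-temperature detection step.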
PLK1 PBD block = PLK1 (human) polo-box domain binding inhibition. P53350. Plk1 PBD binding of FITC phosphopeptide, fluorescence polarization. Potency, µM, without a hit: max response, negative = inhibition, actives largely listed as inhibitors. 360,000 compounds, 2.8% hits; also: potency is read from the fitted curve at half-maximal effect; series mostly up to about 57 µM; % is scaled to controls: 0 for no effect and ±100 for the full control effect; nearly all actives have a fitted effect of over 65% in size
* = called active by the depositor; ? = inconclusive; / = no result given; & = joins results of further samples; [ ] = another dose, or the depositor's remark. Unless noted, calls follow the shape of the dose curve; as a rule, active = well fitted curve in the direction sought with a large enough effect; inconclusive = small, poorly fitted or top-dose-only effect, or another doubt; inactive = no such curve, though single readings can be large; an effect the other way counts as inactive or inconclusive. Rows are unselected; 7.8% or so of the library scored in one or more.

SMILES	WRN inhibitor	PI5P4Ka inh	GLP-1R agonist	HEK293 tox	DRD3 agonist	D3 antag	IL2 activator	GLP1R inv ag	PLK1 PBD block
Cc1ccc(CN2C(=O)CSCC2(C)C(=O)NC(C)C)cc1 (stereo not drawn)	-4%	-2	/	-5%	8	24	0.3	7%	-2%
COC(=O)c1sc(NC(=O)Cc2cccs2)nc1C	-6%	/	18%	6%	11	12	-0.7	-19%	-5%
COc1ccc(/C=N/NC(=O)CC(=O)NCc2cccnc2)c(OC)c1	-1%	-2	5%	4%	-9	4	-0.6	22%	-10%
Cc1nn(-c2ccccn2)c2nc(-c3cccs3)cc(C(=O)N3CCOCC3)c12	5%	?	10%	-12%	2	-27	-0.1	6%	12µM*
COc1cccc(/C=N/NC(=O)c2ccccc2N(Cc2ccccc2)S(=O)(=O)c2ccccc2)c1OC	-26%	-1	14%	6%	-14	?	-7.4	0%	-18%
CC(C)(C)OC(=O)N1CCC(c2c(C(=O)N3CCN(C(=O)c4ccco4)CC3)cnn2-c2cccc(Cl)c2)CC1	-5%	1	11%	-2%&3%	4&-3	-8	-2.2	-11%&-1%	-6%
O=c1[nH]c2cc3c(cc2cc1CN(Cc1cccs1)Cc1nnnn1Cc1ccco1)OCCO3	?	-83*	11%	-9%	-1	?	-0.1	11%	?
CN(C)/C=C1\C(=O)N(c2ccc([N+](=O)[O-])cc2)N=C1c1ccccc1	-17%	7	5%	-16%	-6	-9	-1.6	-23%	?
CC1CCc2c(sc3nc(CN4CCN(S(=O)(=O)c5ccccc5[N+](=O)[O-])CC4)[nH]c(=O)c23)C1 (stereo not drawn)	-4%	5	-11%	-1%	3	-3	-0.6	24%	3%
CCCOC(=O)c1ccc(OC(=O)c2ccco2)cc1	2%	/	-2%	-14%	-16	19	0.9	-19%	-5%
CCN(CC)S(=O)(=O)c1ccc(C(=O)NCCCN=C2NS(=O)(=O)c3ccccc32)cc1	15%	-3	-7%	8%	-15	?	-1.7	2%	-8%
CC(C)(C)c1ccc(C(=O)NNc2cc(Cl)cc(Cl)c2)cc1	3%	12	-2%	-3%	-14	-29	2.9	?	5%
O=C(NCc1ccc(F)cc1)C1CCCN1C(=O)Nc1cccc(F)c1 (stereo not drawn)	11%	-3	2%	-7%	-3	?	-2.1	-7%	-8%
O=C(CCC(=O)Nc1nnc(C2CCCCC2)s1)NCc1ccccc1	0%	-1	-4%	2%	-6	49	0.4	19%	-16%
Cc1cc(C)n(CCCNC(=O)Cn2nnnc2CN2C[C@@H](C)O[C@@H](C)C2)n1	0%	-8	2%	-8%	5	0	0.3	22%	-3%

Single records, from the list above. Screens in order: WRN inhibitor, PI5P4Ka inh, GLP-1R agonist, HEK293 tox, DRD3 agonist, D3 antag, IL2 activator, GLP1R inv ag, PLK1 PBD block
CN(C)/C=C1\C(=O)N(c2ccc([N+](=O)[O-])cc2)N=C1c1ccccc1 in the list: -17%, 7, 5%, -16%, -6, -9, -1.6, -23%, ?
Cc1cc(C)n(CCCNC(=O)Cn2nnnc2CN2C[C@@H](C)O[C@@H](C)C2)n1 in the list: 0%, -8, 2%, -8%, 5, 0, 0.3, 22%, -3%
O=c1[nH]c2cc3c(cc2cc1CN(Cc1cccs1)Cc1nnnn1Cc1ccco1)OCCO3 in the list: ?, -83*, 11%, -9%, -1, ?, -0.1, 11%, ?

Other compounds
SMILES	WRN inhibitor	PI5P4Ka inh	GLP-1R agonist	HEK293 tox	DRD3 agonist	D3 antag	IL2 activator	GLP1R inv ag	PLK1 PBD block
COc1cc(NC2=Nc3cccc4cccc2c34)cc(OC)c1OC	5%	-50*	4%	?	-7	-22	1.3	?	0%
O=C(Cc1ccccc1)Nc1ccc(C(=O)O)cc1	3%	/	3%	1%	-3	?	-0.5	24%	-4%
O=C1C[C@@H]2c3c(cccc3CN1Cc1ccccc1F)C[C@@H](O)[C@H]2O	12%	-2	-3%	-3%	49*	0	17	7%	1%
Cc1[nH]c2ccccc2c1NC(=O)CN1CCN(c2cccc(C(F)(F)F)c2)CC1	-12%	-1	-2%	-25%	-6	?	-0.5	?	-3%
Cc1ccccc1SCc1noc(C(=O)NCC2CCCO2)c1C(=O)O (stereo not drawn)	-1%	?	-1%	2%	5	-16	-0.3	16%	-11%
Cc1ccc(CN(C)CC(=O)Nc2cccc([N+](=O)[O-])c2)o1	13%	4	17%	1%	-17	-9	-0.3	-24%	-9%
COc1ccc(N2C(=O)C(CC(N)=O)N(NC(=O)c3cccc(OC)c3)C2=S)cc1 (stereo not drawn)	-2%	-1	9%	-29%	-1	-11	1.2	19%	-13%
CCNC(=O)CCc1nc(-c2ccc(C)cc2)no1	-29%	3	-2%	-1%	-12	-9	-0.5	5%	-11%
COC(=O)c1ccccc1N=Nc1c(C)[nH][nH]c1=O	-1%	-15	-3%	-25%	7	12	-1.0	77%[activator]	24µM*
Cc1nc2ccc(NC(=O)c3ccc(Cl)nc3)cc2s1	-3%	0	4%	-23%	-12	30	0.1	19%	3%
Cn1cc(-c2cccc(Cl)c2)cc(C#N)c1=O	9%	3	9%	-2%[7.66 µM]	0	0	-0.2	-9%[7.66 µM]	-18%
O=C1CC(c2cccs2)CC(O)=C1C=NCCN1CCNCC1 (stereo not drawn)	-5%	/	-3%	-1%	7	14	-1.5	-7%	-1%
CC(C)Cn1c(N)c(C(=O)COC(=O)C2CC(=O)N(Cc3ccccc3Cl)C2)c(=O)n(C)c1=O (stereo not drawn)	-7%	1	2%	-11%	39*	58	-2.1	?	2%
CC(=O)Nc1ccc(-n2c(=O)c3ccccc3c3ccccc3c2=O)cc1	-32%	1	0%	1%[7.66 µM]	-13	-88*	-0.2	1%[7.66 µM]	-29%
CC(=O)NN1C(=O)/C(=C/c2ccc(C(C)C)cc2)SC1=S	-26%	-9	-11%	-15%	3	7	0.3	6%	-5%
CCc1ccc(OC(=O)c2ccn(CC)n2)cc1	-8%	7	-34%[inhibitor]	10%	-7	-9	-0.9	0%	-7%
Nc1ccccc1C(=O)Nc1cccc2ccccc12	2%	10	8%	-9%	1	-12	0.2	13%	-1%
O=C(Cc1ccccc1)Nc1ccc(Br)c(Cl)c1	0%	-9	-8%	8%	0	-14	-1.2	14%	-4%
CC(C)[C@@H]1Cc2[nH][nH]c(=O)c2[C@H](CCc2ccccc2)O1	1%	18	-2%	-7%	-1	-14	-0.4	?	-2%
C=CCn1c(-c2csc(-c3ccc(OC)c(OC)c3)n2)n[nH]c1=S	-22%	1	?	?	2	2	0.9	-41%	-15%
CCC(C)(C)c1ccc(Oc2ccc(NC(=O)COC(=O)C3=COCCO3)cc2)cc1	-14%	24	-8%	-26%	1	73	-2.4	?	-2%
COCCOCC(O)CN1CCN(c2ccc(C)cc2)CC1 (stereo not drawn)	-5%	4	-7%	0%	-14	-62*	0.1	-9%	-16%
COc1ccccc1CN1CC(C(=O)NCC2CCCO2)CC1=O (stereo not drawn)	0%	/	-1%	-14%	3	-11	-0.4	-9%	3%
O=C(Nc1c(Cl)cccc1Cl)c1ccc(-c2ccccc2)cc1	272%[activator]	/	-3%	1%	-13	-18	-2.8	36%[activator]	0%
CN(C)CCNc1oc(COc2ccc(Cl)cc2)nc1C#N	-3%	0	-5%	-1%	1	-5	-0.6	-12%	-7%
CCOC(=O)Cn1nc(C)n(-c2ccc(C)cc2)c1=O	3%	3	-5%	-1%	-5	8	-0.3	5%	-5%
COC(=O)c1ccccc1NC(=O)CN(c1ccc(Cl)cc1)S(=O)(=O)c1ccc(OC)cc1	/	/	1%	-6%	-1	/	/	13%	/
Brc1cnc(N2CCCC2)nc1N1CCOCC1	9%	-2	19%	1%	0	0	-0.8	134%[activator]	-2%
O=C(O)CSCc1ccc(C(=O)O)o1	2%	-1	5%	4%	0	6	-1.9	0%	2%
CCOC(=O)c1ccc(N/C(=N/S(=O)(=O)c2ccccc2)c2ccccc2)cc1	-20%	5	6%	5%	-11	2	-1.8	?	-4%
C[C@H]1CN=C(N(C)C)N1CCCC1CCCCC1	13%	2	-5%	3%	-11	-25	-0.8	-13%	2%
CN1CC(c2ccccc2)Oc2ccccc2C1=S (stereo not drawn)	-5%	6	-3%	-6%	-1	0	-0.5	-9%	1%
CCCC(=O)NNc1cc(=O)c2c(=O)n(C)c(=O)n(C)c2[nH]1	2%	1	-10%	-5%	0	5	-0.5	-2%	-2%
O=C(Nc1ccc2c(c1)OCO2)Nc1cnccn1	-11%	/	0%	-6%	7	8	-2.1	0%	-13%
COC(=O)C1=NN[C@H](C(=O)OC(C)(C)C)[C@H]1c1ccccc1	13%	0	10%	-17%	1	10	-0.5	-10%	-11%
CCOC(=O)CCc1c(C)n(CC)c2ncnn2c1=O	0%	7	3%	4%	1	6	2.3	-8%	2%
CCOc1ccc(N(CC(=O)Nc2ccc(Br)cc2)S(C)(=O)=O)cc1	-2%	3	10%	-7%	-5	-2	0.6	?	-12%
Cn1ncc2nc[nH]c(=O)c21	17%	-3	3%	0%	-9	-22	-3.6	-10%	-8%
CCOC(=O)c1c(C)[nH]c(C(=O)C(C)OC(=O)c2cnc(C)cn2)c1C (stereo not drawn)	-1%	15	5%	-21%	1	61	0.1	15%	0%
Cn1c(SCc2nnc(-c3ccc(F)cc3)o2)nnc1C1COc2ccccc2O1 (stereo not drawn)	-5%	-14	-6%	8%	-1	-12	-0.3	?	-7%
COc1ccc(NC(=O)Nc2c(O)ccc3ccccc23)cc1	15%	-3	5%	-11%	-5	-19	0.6	2%	?
CC1Cc2ccccc2N1C(=O)Cn1cc(C(F)(F)F)ccc1=O (stereo not drawn)	-2%	-5	0%	4%	-14	-117*	-0.9	2%	4%
COc1ccccc1CC(=O)Nc1ccc(S(=O)(=O)N2CC(C)CC(C)C2)cc1 (stereo not drawn)	-11%	-5	6%	-4%	-3	-14	0.1	?	-7%
CCC(CO)Oc1cc(NCc2ccccc2)c2ncn(C3CCCC3)c2c1 (stereo not drawn)	-5%	-14	-1%	-9%	3	-16	0.3	-7%	-5%
O=C(c1cnc2sccn2c1=O)N(Cc1ccccc1)c1ccccn1	1%	1	10%	21%	4	-1	-3.2	-10%	-16%

Assay outcomes (PubChem)
